USP1 inh: Inhibitors of USP1/UAF1: Primary Screen. Ubiquitin carboxyl-terminal hydrolase 1 (Homo sapiens), O94782. recombinant USP1/UAF1, Ub-Rhodamine cleavage fluorescence. Potency, µM (top dose mostly 57.1 µM), for inactives: at the highest dose activity change, negative = inhibition, most hits filed as inhibitors. actives 0.23% (n = 390,000). AID 743255, 2014; also: % is scaled to controls: 0 for no effect and ±100 for the full control effect; nearly all actives have a fitted effect of over 60% in size; inactives centre near -12
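High-throughput fluorogenic screen: 1nM USP1/UAF1 complex, Ub-Rho substrate 150nM final, 50mM HEPES pH 7.8 with 0.5mM EDTA, 0.1 mg/ml BSA, 1mM TCEP and 0.01% Tween-20.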
RXFP1 agonist: qHTS Assay for Agonists of the Relaxin Receptor RXFP1. Relaxin receptor 1 (Homo sapiens), Q9HBX9. HEK293T-RXFP1 cAMP TR-FRET, 30 min; response scale: percent of porcine relaxin response, buffer zero. Potency, µM (series often up to 57.5 µM), inactives show at the highest dose activation, usual class: activators. actives 0.3% (n = 370,000); also: % is scaled to controls: 0 for no effect and ±100 for the full control effect; nearly all actives have a fitted effect of over 60% in size; many of its hits are not listed in these tables
Target sequence (Q9HBX9 whole entry, looked up): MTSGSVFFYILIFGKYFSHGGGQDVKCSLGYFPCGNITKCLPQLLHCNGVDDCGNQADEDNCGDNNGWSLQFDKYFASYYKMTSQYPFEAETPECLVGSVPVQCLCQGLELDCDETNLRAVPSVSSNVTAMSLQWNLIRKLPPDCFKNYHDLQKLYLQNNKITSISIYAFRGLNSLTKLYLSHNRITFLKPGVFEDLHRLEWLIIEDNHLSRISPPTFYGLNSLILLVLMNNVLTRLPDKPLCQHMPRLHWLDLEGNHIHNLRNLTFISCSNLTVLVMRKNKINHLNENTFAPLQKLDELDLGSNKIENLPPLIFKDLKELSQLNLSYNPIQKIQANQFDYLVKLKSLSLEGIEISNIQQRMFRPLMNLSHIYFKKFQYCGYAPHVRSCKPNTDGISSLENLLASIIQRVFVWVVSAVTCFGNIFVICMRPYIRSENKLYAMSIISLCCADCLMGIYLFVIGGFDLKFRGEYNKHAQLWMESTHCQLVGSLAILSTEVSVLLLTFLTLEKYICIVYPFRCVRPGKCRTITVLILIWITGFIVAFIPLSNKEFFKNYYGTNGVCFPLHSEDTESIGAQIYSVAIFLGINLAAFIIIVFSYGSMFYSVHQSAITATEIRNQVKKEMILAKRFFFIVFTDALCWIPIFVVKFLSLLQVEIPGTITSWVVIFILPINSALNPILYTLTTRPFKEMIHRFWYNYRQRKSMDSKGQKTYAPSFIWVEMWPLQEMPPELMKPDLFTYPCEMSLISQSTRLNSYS
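cAMP rise read by TR-FRET after 30 min, 37C compound exposure (up to 58 uM) in RXFP1-transfected HEK293 cells with Ro 20174 present. EC50 from Hill-equation fits, with 29 nM porcine relaxin as 100% and buffer as basal.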
Vif-APOBEC3F blk: qHTS for Inhibitors of Vif-A3F Interactions: qHTS. HeLa A3F-eYFP + Vif (tagged APOBEC3F with the HIV-1 protein that degrades it), YFP fluorescence increase. Potency, µM (doses to about 46.1 µM), for the others: top-dose activity, negative = active. actives 0.2% (n = 390,000). AID 602313, 2012; also: % of control where 0% means no effect; nearly all actives have a fitted effect of over 65% in size
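HeLa cells stably expressing A3F-eYFP plus Vif, plated and incubated overnight at 37 deg C, then exposed to compounds overnight at 37 deg C. Blocked degradation read as raised yellow fluorescence (Ex 488/Em 500-530).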
12-LOX inh: Primary qHTS assay for inhibitors of human arachidonate 12S-lipoxygenase (ALOX12): Round 2; Polyunsaturated fatty acid lipoxygenase ALOX12 (Homo sapiens), P18054; purified 12hLO, xylenol orange hydroperoxide absorbance; Potency, µM (top dose mostly 108 µM), for inactives: at the top dose activity change, negative = inhibition, usual class: inhibitors; actives 1.1% (n = 580,000); also: % is scaled to controls: 0 for no effect and ±100 for the full control effect
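Purified human 12hLO (150 nM final) in 25 mM Hepes, 0.01% Triton X-100, pH 7.0 was preincubated 15 min at room temperature with compound. Then 40 uM arachidonic acid was added, 30 min. Hydroperoxide was read by Fe-XO absorbance ratio 573/405 nm.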
IDH1 R132H inh: qHTS for Inhibitors of mutant isocitrate dehydrogenase 1 (IDH1): qHTS | Isocitrate dehydrogenase [NADP] cytoplasmic (Homo sapiens), O75874 | IDH1-R132H enzyme, NADPH consumption, diaphorase/resazurin fluorescence | Potency, µM (titrated, usually from 76.6 µM), inactives show top-dose activity change, negative = inhibition, hits mostly inhibitors | actives 0.093% (n = 390,000) | AID 602179, 2012; also: % is scaled to controls: 0 for no effect and ±100 for the full control effect; nearly all actives have a fitted effect of over 65% in size
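IDH1-R132H (0.5 ug/mL dispensed) in pH 7.5 Tris buffer was preincubated 30 min with compound, then given a substrate mix of 0.016 mM NADPH and 2 mM alpha-KG for 80 min at room temperature; remaining NADPH was read by diaphorase/resazurin fluorescence.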
RGS4 inh: Inhibitors of Regulator of G Protein Signaling (RGS) 4: qHTS; Transcreener GDP fluorescence polarization, RGS4-accelerated GTP hydrolysis; AID 504845, 2011; Potency, µM (series often up to 114 µM), without a hit: top-dose activity change, negative = inhibition, hits mostly inhibitors; actives 0.039% (n = 390,000); also: % is scaled to controls: 0 for no effect and ±100 for the full control effect; nearly all actives have a fitted effect of over 75% in size; some results filed as inactive show a strong effect at the top dose
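MLSMR compounds (23 nl, pin-transferred) preincubated 10 min at room temperature with a 500nM (2x) first reagent, then RGS4 at 900nM (2x) plus Transcreener GDP mix added; fluorescence polarization (620/688 nm) read before and after 90 min at 30 °C.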
Vif-A3G inh: qHTS for Inhibitors of Vif-A3G Interactions: qHTS | DNA dC->dU-editing enzyme APOBEC-3G (Homo sapiens), Q9HC16 | HeLa A3G-eYFP + Vif (tagged APOBEC3G with the HIV-1 protein that degrades it), YFP fluorescence, overnight | Potency, µM (top dose mostly 46.1 µM), for the others: top-dose activity, negative = active, hits mostly inhibitors | actives 0.076% (n = 410,000) | AID 602310, 2012;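 also: % is scaled to controls: 0 for no effect and ±100 for the full control effect; nearly all actives have a fitted effect of over 60% in size; hits raise eYFP signal because A3G escapes Vif-driven loss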
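HeLa cells stably expressing Vif and C-terminally eYFP-tagged A3G, seeded overnight at 37 deg C, then exposed to compound by pintool overnight at 37 deg C. Rise in yellow fluorescence (Ex 488/Em 500-530, Acumen) marks blocked Vif-driven A3G degradation.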
TrxR1 substrate: qHTS Assay for Substrates of Mammalian Selenoprotein Thioredoxin Reductase 1 (TrxR1): qHTS; Thioredoxin reductase 1, cytoplasmic (Rattus norvegicus), O89049; purified TrxR1 substrate turnover, NADPH consumption readout; Potency, µM (highest dose often 114 µM), for inactives: at the highest dose activity change, negative = substrate turnover; actives 0.01% (n = 390,000); also: % is scaled to controls: 0 for no effect and ±100 for the full control effect; nearly all actives have a fitted effect of over 50% in size
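Rat TrxR1, dispensed at 90 nM, was prereduced with 400 uM NADPH (final) for 5 min at ~22 deg C, then incubated with compound 15 min before 400 uM selenite. A first-read NADPH fluorescence drop versus no-compound background flagged substrates.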
rTrxR1 inhibitor: qHTS Assay for Inhibitors of Mammalian Selenoprotein Thioredoxin Reductase 1 (TrxR1): qHTS; Potency, µM (top dose mostly 114 µM), without a hit: at the highest dose activity change, negative = inhibition, hits mostly inhibitors; actives 1% (n = 390,000); AID 588453, 2011; recombinant rTrxR1, NADPH fluorescence consumption, selenite substrate; Thioredoxin reductase 1, cytoplasmic (Rattus norvegicus), O89049; also: % is scaled to controls: 0 for no effect and ±100 for the full control effect; nearly all actives have a fitted effect of over 65% in size
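Rat TrxR1 (90 nM in the dispensed reagent) was pre-reduced with 400 uM NADPH for 5 min at room temperature, then incubated with compound for 15 min. After 400 uM selenite was added, NADPH fluorescence (Ex 340/Em 450 nm) was followed for 8 min.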
* hit, by the source's call; ? = inconclusive; · = not tested or not shown; & = joins results of further samples; [ ] = remark or other dose. Calls follow the shape of the dose curve; as a rule, active = well fitted curve in the direction sought with a large enough effect; inconclusive = small, poorly fitted or top-dose-only effect, or another doubt; inactive = no such curve, though single readings can be large; an effect the other way counts as inactive or inconclusive. Potency is read from the fitted curve at half-maximal effect. The list is partial. The share of hits here may be higher or lower than overall.

SMILES	USP1 inh	RXFP1 agonist	Vif-APOBEC3F blk	12-LOX inh	IDH1 R132H inh	RGS4 inh	Vif-A3G inh	TrxR1 substrate	rTrxR1 inhibitor
CN(C)c1ccc(/C=N/NC(=O)C(O)(c2ccccc2)c2ccccc2)o1	-11.1%	-0.5%	-1.2%	?	1.2%	?	-0.6%	-0.3%	8.91µM*
COc1ccccc1NC(=O)COC(=O)c1ccccc1OCC(=O)Nc1ccc(SC(F)F)cc1	-19.7%	3.3%	-3.6%	-9.2%	0.1%	14.5%	-0.9%	5.7%	4.0%
O=C(Nc1ccccc1N1CCN(C(=O)c2ccccc2)CC1)c1cc2ccccc2o1	-16.8%	1.9%	-1.1%	0.0%	1.7%	7.6%[11.4 µM]	0.6%	11.2%	8.8%
CC(C)CCOc1ccc(C(=O)NCC(c2ccco2)N(C)C)cc1 (stereo not given)	-13.7%	4.6%	1.5%	-21.4%	-5.0%	0.9%	-0.7%	1.1%	-12.4%
CC(C)(C)S(=O)N1Cc2cc(CO)cc(-c3ccccc3)c2[C@@H]1CCO (stereo not given in full)	-25.6%	·	-14.9%	-13.0%	6.8%	-9.3%	-1.2%	3.3%	?
CCOC(=O)[C@H]1[C@H]2COc3cc(OC)ccc3[C@@H]2N2C(=O)CN(CC3CCCO3)C(=O)[C@@]12C (stereo not given in full)	-16.3%	0.4%	0.0%	?	-22.9%	-1.9%	1.4%	-7.9%	-5.4%
CN(C)c1ccc(CN(C(=O)c2ccccc2Br)C2CCS(=O)(=O)C2)cc1 (stereo not given)	-8.6%	-0.4%	1.7%	-30.3%	-0.8%	26.2%	-4.4%	0.3%	24.1%
CCOC(=O)c1ccc(NC(=O)CSc2ncccn2)cc1	-13.7%	-0.8%	-0.7%	0.0%	4.5%	4.9%	-1.1%	12.2%[0.457 µM]	11.7%[57.1 µM]
CCOC(=O)C1CCCN(S(=O)(=O)c2ccc3c(c2)C(C)(C)C(=O)N3C)C1 (stereo not given)	?	2.6%	-5.9%	-6.1%	-3.4%	-10.3%	-1.0%	7.7%	24.5%
Cn1c(=O)oc2cc(S(=O)(=O)N3CCC(C(=O)N4CCN(c5ccc(F)cc5)CC4)CC3)ccc21	-4.2%	1.6%	4.6%	3.4%	6.9%	-12.3%	2.4%	-1.7%	21.6%
COCCN=C1N[C@@H](c2ccccc2)C(C(=O)OC)=C(C)N1Cc1ccccc1	-24.1%	0.4%&1.2%	-1.4%	-11.4%	-0.6%	-2.8%	0.8%	9.2%[57.1 µM]	-9.1%[57.1 µM]
C(=N\Nc1nc(Nc2ccccc2)nc(N2CCOCC2)n1)/c1c[nH]c2ccccc12	-22.6%	-2.2%	-13.2%	0.0%	0.4%	-4.7%	-3.1%	-8.6%	-7.5%
CC(C)(C)C1CCC(=O)C(C2(O)C(=O)Nc3ccccc32)C1 (stereo not given)	-21.7%	-2.0%	-5.0%	-0.2%	4.1%	9.4%	0.0%	2.2%	-6.1%
CC1CCCC(C)N1C(=O)COC(=O)c1ccco1 (stereo not given)	-15.2%	·	9.7%	13.3%	4.8%	-0.7%	0.7%	6.7%[57.1 µM]	13.3%[57.1 µM]
C/C(=C\C(=O)c1ccccc1)Nc1ccc(Br)c(Cl)c1	-0.1%	2.6%	-5.0%	?	14.8%	-0.4%	-4.8%	-0.6%	-18.7%
O=C(NNC(=O)c1ccc2ccccc2c1O)NC1CCCCC1	-5.6%	5.6%	-9.9%	·	3.4%	-10.0%	-7.8%	42.4%[activator]	?
CCc1ccc(-c2nc(CN3CCC(C(=O)NCCc4ccc(C)cc4)CC3)c(C)o2)cc1	-21.6%	-0.9%	0.1%	-2.8%	-0.5%	-8.9%	0.0%	-0.6%	13.0%
C/C(CC(=O)Nc1ccc(N(C)C)cc1)=N\NC(=O)Cc1csc(N)n1	-0.7%	-6.4%	-5.4%	-1.7%	8.7%	7.8%	-6.2%	-2.7%	-30.2%

8 structures already listed, sorted by count of non-hydrogen atoms, falling.
SMILES	USP1 inh	RXFP1 agonist	Vif-APOBEC3F blk	12-LOX inh	IDH1 R132H inh	RGS4 inh	Vif-A3G inh	TrxR1 substrate	rTrxR1 inhibitor
Cn1c(=O)oc2cc(S(=O)(=O)N3CCC(C(=O)N4CCN(c5ccc(F)cc5)CC4)CC3)ccc21	-4.2%	1.6%	4.6%	3.4%	6.9%	-12.3%	2.4%	-1.7%	21.6%
C(=N\Nc1nc(Nc2ccccc2)nc(N2CCOCC2)n1)/c1c[nH]c2ccccc12	-22.6%	-2.2%	-13.2%	0.0%	0.4%	-4.7%	-3.1%	-8.6%	-7.5%
CN(C)c1ccc(/C=N/NC(=O)C(O)(c2ccccc2)c2ccccc2)o1	-11.1%	-0.5%	-1.2%	?	1.2%	?	-0.6%	-0.3%	8.91µM*
CC(C)(C)S(=O)N1Cc2cc(CO)cc(-c3ccccc3)c2[C@@H]1CCO (stereo not given in full)	-25.6%	·	-14.9%	-13.0%	6.8%	-9.3%	-1.2%	3.3%	?
CC(C)CCOc1ccc(C(=O)NCC(c2ccco2)N(C)C)cc1 (stereo not given)	-13.7%	4.6%	1.5%	-21.4%	-5.0%	0.9%	-0.7%	1.1%	-12.4%
O=C(NNC(=O)c1ccc2ccccc2c1O)NC1CCCCC1	-5.6%	5.6%	-9.9%	·	3.4%	-10.0%	-7.8%	42.4%[activator]	?
CCOC(=O)c1ccc(NC(=O)CSc2ncccn2)cc1	-13.7%	-0.8%	-0.7%	0.0%	4.5%	4.9%	-1.1%	12.2%[0.457 µM]	11.7%[57.1 µM]
C/C(=C\C(=O)c1ccccc1)Nc1ccc(Br)c(Cl)c1	-0.1%	2.6%	-5.0%	?	14.8%	-0.4%	-4.8%	-0.6%	-18.7%

Screening results as filed in PubChem.
